Assay outcomes deposited in PubChem by Sanford-Burnham Center for Chemical Genomics.
Hsp70 inhibitors: small molecules displacing fluorescent ligand from Hsp70 – biochemical, fluorescence polarization, primary screen (AID 583). Hsp70 fluorescence polarization probe displacement, mP; higher % means a stronger effect. one-dose displacement, % at 20 µM; IC50 in µM for titrated hits. actives 0.06% (n = 140,000); in the data active = displacement above about 50%;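 also: plate controls were vehicle for no effect and reference ligand for full effect; a part of the inactive calls stands beside numbers as strong as those of hits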
Rat MKP-3 inhibitors: inhibition of rat DUSP6 enzyme activity – biochemical, in vitro, primary screen (AID 425). recombinant MKP-3 phosphatase activity, fluorescence; higher % means a stronger effect. inhibition, % at 20 µM, or IC50 in µM where a hit was titrated. actives 0.17% (n = 110,000); in the data active = inhibition above about 50%;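 also: plate controls were vehicle for no effect and reference inhibitor for full effect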
An asterisk follows results filed as active; . = not tested or not shown; & = joins results of further samples. The list is partial; rates above refer to the full screens.

#	SMILES	Rat MKP-3 inhibitors	Hsp70 inhibitors
1	C=CCC1NC2(CCCCC2)Cc2cc(OC)c(OC)cc21 (centres undefined)	0%	-0.6%
2	CCCOc1ccc(/C(O)=C2/C(=O)C(=O)N(CCCOC)C2c2cccnc2)cc1 (centres undefined)	-5%	-7.6%
3	CCN(CC)c1ncnc2c1cnn2C	-10%	-0.3%
4	Cc1cccc(-c2c3c(=O)n(C)c(=O)n(C)c3cn2C2CCCCC2)c1	.	-2.3%
5	O=C(O)CC(Cc1ccccc1)c1ccc2c(c1)OCO2 (centres undefined)	0%	-0.8%
6	NC(=O)c1c(NC(=O)C2CCCO2)sc2c1CCC2 (centres undefined)	-12%	-0.3%
7	CCOc1ccc(NC(=O)c2nn(C)cc2Br)cc1	-4%	1.8%
8	Cc1cc(NC(=O)c2cc3n(n2)C(C(F)(F)F)CC(c2ccco2)N3)no1 (centres undefined)	1%	-0.9%
9	Cc1ccc(C2/C(=C(/O)c3ccccc3)C(=O)C(=O)N2CC2CCCO2)cc1 (centres undefined)	3%	-1.4%
10	CC(=O)N1CCC(Nc2ccc(C)cc2)CC1	-14%	3.3%
11	CCOc1ccc(C(=O)Nc2ccc(Br)cn2)cc1Cl	3%	-0.2%
12	Cc1cccc(N2CCN(C3=NC(=O)/C(=C/c4ccc(-c5cccc([N+](=O)[O-])c5)o4)S3)CC2)c1	20%	4.3%
13	CCOC(=O)C1CCN(C(=O)c2cn(-c3ccccc3)nc2-c2cccnc2)CC1	-2%	-0.1%
14	O=C(CCc1nc(-c2cccs2)no1)Nc1cnc2ccccc2c1	1%	.
15	COc1ccc(CC(=O)NC2CC(C)(C)NC(C)(C)C2)cc1OC	3%	4.1%
16	CCOC(=O)c1cc(=O)n(Cc2ccccc2C)c2ccccc12	.	1.9%
17	COC(=O)C1=C(C)C(c2cccs2)NC(=O)N1C (centres undefined)	-4%	2.1%
18	Cc1c(N2C(=O)c3ccc(Br)cc3C2=O)c(=O)n(-c2ccccc2)n1C	.	0.3%
19	COc1ccccc1C1/C(=C(\O)c2ccccc2)C(=O)C(=O)N1CCN(C)C (centres undefined)	1%	3.0%
20	CC(C)(C)c1[nH]nc2c1C(c1ccoc1)C(C#N)=C(N)O2 (centres undefined)	.	5.3%
21	COc1ccc(C2C(C#N)=C(C)NC3=C2C(=O)CC(C)(C)C3)cc1 (centres undefined)	.	2.9%
22	Nc1nc(-c2ccco2)cs1	-7%	-10%
23	CCOC(=O)c1c(NC(=S)Nc2ccccc2)sc2c1CC(C)(CC)OC2 (centres undefined)	5%	3.0%
24	COc1ccc(OCC(=O)Nc2cccc(-c3nc4ccccc4s3)c2)cc1	-2%	0.8%
25	CN(CCO)c1nc(N)c2c(N)nc3c(c2c1C#N)CC(=O)N3C1CCCC1	.	0.7%
26	CC(C)CCNC(=O)c1ccc(Cl)c(Cl)c1	4%	1.2%
27	Cc1cc(C)nc(NN2C(=O)/C(=C/c3cccc(Br)c3)SC2=S)n1	2%	-0.7%
28	O=C(Nc1cccc(Oc2ccc3c(c2)C(=O)N(c2ccccc2)C3=O)c1)c1ccc([N+](=O)[O-])cc1	2%	-3.9%
29	O=C(Cc1ccc(Br)cc1)Nc1ccc(Cl)c(Cl)c1	0%	0.9%
30	Cn1/c(=N/N=C/C=C/c2ccco2)sc2ccccc21	5%	-3.5%

(listing goes on)
#	SMILES	Rat MKP-3 inhibitors	Hsp70 inhibitors
31	Cc1ccc(OCC(=O)NCc2ccc(F)cc2)c(C)c1	2%	-1.3%
32	O=C(NCC1CCCO1)c1ccc(NC(=O)C2CC=CCC2C(=O)O)cc1 (centres undefined)	5%	-2.4%
33	Cc1oc2ccc(O)c(CN3CCOCC3)c2c1C(C)O (centres undefined)	.	-1.1%
34	COc1ccc(OC)c(N2Cc3cc(C)c(C)cc3C2)c1	-2%	-1.2%
35	Cc1ccc(S(=O)(=O)Nc2cc(S(=O)(=O)c3ccccc3)c(O)c3ccccc23)cc1	16%	5.9%
36	CCOc1ccc(CN2CCN(C(=O)c3ccc([N+](=O)[O-])cc3)CC2)cc1	1%	-3.4%
37	CC(=O)Nc1ccccc1NS(=O)(=O)c1cccc([N+](=O)[O-])c1	0%	0.0%
38	Cc1cccc(NC(=O)C2(c3ccccc3)CC2(Cl)Cl)c1C (centres undefined)	-6%	3.3%
39	Cc1cccc2nc(CSCc3ccco3)cn12	-8%	1.8%
40	Cc1cc(Cl)ccc1OCC(=O)Nc1ccc(I)cc1Cl	0%	0.1%
41	Cc1ccc(N(CC(=O)NC(C)c2ccccc2)S(=O)(=O)c2cccs2)cc1 (centres undefined)	.	-5.5%
42	CC(=O)Nc1nc(C=C(Cl)Cl)cs1	5%	8.1%
43	CCC(=O)Nc1sc2c(c1C(=O)Nc1cccc3ccccc13)CCC2	-2%	0.2%
44	CN1C(=O)/C(=C\c2ccc(OCc3cccc4ccccc34)cc2)SC1=S	-1%	3.3%
45	COc1cc(-c2ccc(NC(=O)c3ccc(Cl)cc3Cl)c(OC)c2)ccc1NC(=O)c1ccc(Cl)cc1Cl	2%	-3.8%
46	COc1ccc(NC(=O)C2CCN(S(=O)(=O)c3cccc4cccnc34)CC2)cc1OC	-2%	7.2%
47	N#CC1=C(N)NC(SCc2ccc(Br)cc2)=C(C#N)C12CCCCC2	.	0.0%
48	CCC(=O)Oc1ccc(C/C(=N\O)c2ccc(O)cc2O)o1	-9%	3.4%
49	O=C1/C(=C/c2ccccc2OCc2ccc([N+](=O)[O-])cc2)SC(=S)N1Cc1ccccc1	0%	-2.9%
50	COc1cc(S(=O)(=O)N2CCN(c3ccccc3F)CC2)c(OC)cc1Cl	.	-0.5%
51	Fc1ccc(NC(=S)NN=C2CCCCCC2)cc1	.	-6.0%
52	Cc1ccc(OCC(=O)NCc2ccccn2)c(Br)c1	-8%&4%	-2.9%&0.5%
53	Cc1ccccc1-c1nc(CS(=O)CC(=O)NCCN2CCN(Cc3ccccc3)CC2)c(C)o1 (centres undefined)	-8%	6.5%
54	CCN(CC)CCCNC(=O)C1CCC(=O)N(c2ccc(OC)cc2)C1c1ccc(F)cc1 (centres undefined)	5%	0.7%
55	CCn1c(CSc2nc(C)cc(C)n2)nnc1SCC(=O)Nc1cccc2ccccc12	.	-2.4%
56	COc1ccc(C(=O)NC(C)Cc2ccccc2)cc1OC (centres undefined)	0%	-2.0%
57	Cn1nc(SCC(=O)O)sc1=S	-1%	0.3%
58	COc1ccc(N(CC(=O)Nc2cccc(N(C)S(C)(=O)=O)c2)S(C)(=O)=O)cc1OC	-12%	6.2%
59	CCOC(=O)c1nnc2cc(-c3ccc(C)cc3)nn2c1C	6%	1.3%
60	Cc1ccc(-c2nnc(-c3cccs3)o2)cc1	0%	1.3%

(listing goes on)
#	SMILES	Rat MKP-3 inhibitors	Hsp70 inhibitors
61	Cc1ccc(S(=O)(=O)N2CCN(Cc3ccc(F)cc3)CC2)cc1	2%	-5.3%
62	COc1ccc(/C=N/N=C(N)N)cc1	2%	-4.7%
63	CCCCOc1ccc(-c2nnn(CCC(=O)N3CCOCC3)n2)cc1	6%	-0.5%
64	O=C(Cc1ccccc1)Nc1ccc(-c2nc3cc(Cl)ccc3o2)cc1	6%	-0.1%
65	CCC(CC)c1nnc(NC(=O)c2c(-c3ccccc3)noc2C)s1	0%	5.0%
66	COc1cccc(-n2c(COc3ccc(C)cc3)nnc2SCC(N)=O)c1	-17%	1.3%
67	COc1ccc(C2NC(=O)NC(O)(C(F)(F)F)C2C(=O)c2ccc(C)cc2)cc1 (centres undefined)	-18%	7.4%
68	COc1ccccc1-c1nnc(SCC(=O)Nc2ccc(S(N)(=O)=O)cc2)n1C	.	10%
69	O=C(CSc1nnnn1-c1ccccc1)NCc1ccccc1	0%	3.5%
70	Cc1ccnc(-n2c(CCN3C(=O)c4ccccc4C3=O)nc3ccccc3c2=O)c1	-6%	4.7%
71	COc1ccc(-n2c(N)c(C(=O)NCC3CCCO3)c3nc4ccccc4nc32)c(OC)c1 (centres undefined)	-9%	1.7%
72	COc1ccc(-c2nnc(NC(=O)c3ccccc3Br)s2)cc1OC	7%	5.9%
73	Cc1ccccc1-n1nc(C)c2cc(C(=O)N3CCN(S(=O)(=O)c4ccc(F)cc4)CC3)sc21	13%	1.7%
74	COc1ccc2oc(=O)c(C(=O)Nc3ccccc3F)cc2c1	4%	-2.8%
75	CC(NC(=O)c1cc2ccccc2o1)c1cccs1 (centres undefined)	11%	.
76	Clc1ccc(/C=N\N2CCN(c3ccc(Cl)cc3)CC2)cc1	0%	6.5%
77	O=C(CSc1nc(O)cc(=O)[nH]1)N1c2ccccc2CCc2ccccc21	-1%	2.5%
78	O=C(Nc1ccccc1N1CCCC1)c1cc2ccccc2o1	-2%	-4.3%
79	O=C(NCC(=O)N(c1cccnc1)C(C(=O)NCc1ccco1)c1ccccc1)c1ccco1 (centres undefined)	-11%	-2.5%
80	CCc1ccc(/C=N\N2CCN(c3ccc(C)cc3)CC2)cc1	4%	3.3%
81	CCNS(=O)(=O)c1ccc(NC(=O)Nc2cccc(C(F)(F)F)c2)cc1	2%	-5.1%
82	COc1ccc(S(=O)(=O)Cc2ccc(C(=O)NCc3cccs3)o2)cc1	-2%	8.3%
83	Cc1ccc(N(CC(=O)N2CCOCC2)S(C)(=O)=O)cc1	-2%	-4.7%
84	CCOCCCNC(=O)C(NC(=O)CNC(=O)c1ccccc1)c1ccccc1 (centres undefined)	.	-1.5%
85	Cc1c(NC(=O)c2ccccc2Br)cccc1-c1nc2ccccc2o1	1%	1.3%
86	CCOc1cc(C(c2c(C)[nH][nH]c2=O)c2c(C)[nH][nH]c2=O)ccc1OCc1ccc([N+](=O)[O-])cc1	.	4.9%
87	Cc1onc(-c2ccccc2)c1C(=O)Nc1nnc(COc2ccc(Cl)cc2)s1	-7%	2.4%
88	O=C(c1cc(-c2cccs2)on1)N1CCOCC1	7%	-4.8%
89	NC(=O)COc1ccc(=O)n(-c2ccccc2)n1	-5%	.
90	CCCCN(CCCC)S(=O)(=O)c1ccc2[nH]c(=O)[nH]c2c1	.	1.4%

Some of the entries so far, with values under each structure.
Results follow in this order: Rat MKP-3 inhibitors | Hsp70 inhibitors
68	COc1ccccc1-c1nnc(SCC(=O)Nc2ccc(S(N)(=O)=O)cc2)n1C
 : . | 10%
69	O=C(CSc1nnnn1-c1ccccc1)NCc1ccccc1
 : 0% | 3.5%

Reformatted in transposed form: two of the compounds above.
#67 COc1ccc(C2NC(=O)NC(O)(C(F)(F)F)C2C(=O)c2ccc(C)cc2)cc1 (centres undefined)
#68 COc1ccccc1-c1nnc(SCC(=O)Nc2ccc(S(N)(=O)=O)cc2)n1C
assay / compound | 67 | 68
Rat MKP-3 inhibitors | -18% | .
Hsp70 inhibitors | 7.4% | 10%

Continuation:
#	SMILES	Rat MKP-3 inhibitors	Hsp70 inhibitors
91	Fc1c(F)c(F)c(CSc2nc3ccccc3[nH]2)c(F)c1F	-6%	1.8%
92	O=C(COC(=O)CNC(=O)C1CCCCC1)Nc1ccc2ccccc2c1	.	-4.0%
93	Clc1ccc(-c2nnc3n2CCCCC3)cc1	.	-2.9%
94	O=C(CN1CCN(CC(=O)c2ccc(F)cc2)CC1)Nc1ccccc1Cl	6%	2.5%
95	COc1ccc(/C=C\C(=O)Nc2ccc3oc(-c4cccnc4)nc3c2)cc1	3%	-6.5%
96	Cn1nnnc1SCCNCc1ccccc1F	.	-0.5%
97	COc1cc2c(cc1OC)C(c1ccc(N(C)C)cc1)CC(=O)N2 (centres undefined)	-5%	-0.2%
98	Cc1cc(-c2ccco2)n(-c2ccccc2)n1	-10%	-5.8%
99	Cc1nc(CCNC(=O)Cc2ccccc2)cs1	1%	0.8%
100	CCOC(=O)CSc1nnc(Cc2ccccc2)n1CC1CCCO1 (centres undefined)	-14%	2.9%
101	CN1CCN(C(=O)c2ccc3c(=O)n(Cc4ccc(Cl)cc4)c(=S)[nH]c3c2)CC1	2%	2.3%
102	Cc1cc(C(=O)N/N=C/c2ccccc2OCC(=O)O)n[nH]1	0%	3.0%
103	O=C1C(=C/C(Br)=C/c2ccccc2)SC(=S)N1Cc1ccccc1	5%	-2.3%
104	CCCCOC(=O)C1=C(C)Nc2ncnn2C1c1ccc(OCC)c(OC)c1 (centres undefined)	2%	5.7%
105	CCNC(=O)c1ccc(Cl)cc1Cl	4%	0.3%
106	COc1ccc(/C(C)=N/N2C(=O)c3ccccc3C2=O)c(OC)c1	4%	-2.5%
107	Cc1ccc(C(=O)N2CCN(c3ccc(Cl)cc3)CC2)cc1[N+](=O)[O-]	4%	-2.3%
108	CCOc1ccccc1NC(=O)Cc1ccc(Cl)cc1	0%	4.6%
109	Cc1cc(NC(=O)C2(c3ccccc3)CCCC2)no1	.	2.0%
110	COc1cc(NC(=O)c2cnn3c2NC(c2cc(OC)c(OC)c(OC)c2)CC3C(F)(F)F)cc([N+](=O)[O-])c1 (centres undefined)	1%	-2.5%
111	Cc1c(C(=O)O)cccc1-n1c(C)ccc1C	25%	51%*
112	CCn1cc(C(=O)O)c(=O)c2cc(-c3ccco3)ccc21	2%	-1.1%
113	COc1ccc(N(CC(=O)Nc2cccc(Cl)c2)S(C)(=O)=O)cc1	0%	-1.8%
114	CCCCCC1CC(=O)N(Cc2ccccc2)C(=O)N1 (centres undefined)	-12%	8.2%
115	COc1cccc(-n2c(O)c(C=Nc3ccc(F)cc3)c(=O)[nH]c2=O)c1	0%	0.2%

Profiles, looked up by structure:
Results for Cc1ccc(C(=O)N2CCN(c3ccc(Cl)cc3)CC2)cc1[N+](=O)[O-] : Rat MKP-3 inhibitors: 4%; Hsp70 inhibitors: -2.3%
Results for CCCCOC(=O)C1=C(C)Nc2ncnn2C1c1ccc(OCC)c(OC)c1 (centres undefined) : Rat MKP-3 inhibitors: 2%; Hsp70 inhibitors: 5.7%
Results for O=C1C(=C/C(Br)=C/c2ccccc2)SC(=S)N1Cc1ccccc1 : Rat MKP-3 inhibitors: 5%; Hsp70 inhibitors: -2.3%
